High-throughput results from PubChem BioAssay.
WRN helicase inh: qHTS for Inhibitors of WRN Helicase; Potency, µM (titrated, usually from 114 µM), for the others: top-dose activity change, negative = inhibition, hits mostly inhibitors; AID 651768, 2012; WRN helicase unwinding, fluorescent forked duplex, kinetic; Bifunctional 3'-5' exonuclease/ATP-dependent helicase WRN (Homo sapiens), Q14191; 360,000 tested, 0.46% active; note: potency is the fitted concentration of half-maximal effect; % is set by controls: 0 for no effect and ±100 for the full control effect; nearly all actives have a fitted effect of over 55% in size
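Kinetic red-fluorescence monitoring (525/598 nm) tracks WRN helicase activity after 100 nM fluorophore-quencher forked duplex and 2 mM ATP are added to 20 nM enzyme pretreated 15 min at room temperature with compound.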
PLK1 PBD inh: qHTS for Inhibitors of PLK1-PDB (polo-like kinase 1 - polo-box domain): Primary Screen | Serine/threonine-protein kinase PLK1 (Homo sapiens), P53350 | Plk1 PBD binding of FITC phosphopeptide, fluorescence polarization | Potency, µM, without a hit: max response, negative = inhibition, usual class: inhibitors | 360,000 tested, 2.8% active; note: potency is the fitted concentration of half-maximal effect; series mostly up to about 57 µM; % is set by controls: 0 for no effect and ±100 for the full control effect; nearly all actives have a fitted effect of over 65% in size
Abeta yeast res: qHTS for compounds that reverse cellular toxicity of Amyloid beta (A-beta) peptide in yeast: Primary Screen; yeast expressing A-beta42, growth rescue, OD600, 48 h; response scale: 0% DMSO, 100% iron-clioquinol control; Potency, µM (highest dose often 46.1 µM), for inactives: at the top dose growth rescue, actives largely listed as activators; 410,000 tested, 0.063% active; AID 1347071, 2019; note: potency is the fitted concentration of half-maximal effect; nearly all actives have a fitted effect of over 55% in size
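Growth rescue measured by 600 nm absorbance after 48 h yeast culture at 30 C with compound. Values normalized between DMSO and an equimolar ferric chloride plus clioquinol control.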
PI5P4K alpha inh: qHTS for Inhibitors of phosphatidylinositol 5-phosphate 4-kinase (PI5P4K); Phosphatidylinositol 5-phosphate 4-kinase type-2 alpha (Homo sapiens), P48426; PI5P4Kalpha enzyme, ADP-Glo luminescence, 60 min; active compounds read low; max response, %; 330,000 tested, 1.2% active; AID 652105, 2013; active = max response of -50% or lower; inconclusive = between -30% and -50%; inactive = -30% or higher; note: value at the top dose of about 77 µM; % is set by controls: 0 for no effect and ±100 for the full control effect
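Reactions run in 0.038 M HEPES pH 7.4, 0.28 mM EGTA, 0.1% CHAPS and 5% DMSO, with PI5P4Kalpha, substrate, compound and 5 microM ATP final, one hour at room temperature. Readout is ADP-Glo luminescence.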
FUS suppressor: qHTS for Suppressors of FUS Proteinopathy: Primary screen using FUS-linked yeast assay; 390,000 tested, 0.24% active; AID 1347120, 2019; Potency, µM (highest dose often 76.6 µM), inactives show at the highest dose growth rescue (activation), usual class: activators; S. cerevisiae FUS-expressing, growth rescue, OD600, 24 h;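 note: potency is the fitted concentration of half-maximal effect; plate controls were DMSO vehicle for no effect and reference control for full effect; nearly all actives have a fitted effect of over 55% in size; some results filed as inactive show a strong effect at the top dose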
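Restored growth of FUS-toxic S. cerevisiae, read as 600 nm absorbance after 24 h at 30C in galactose medium (starting OD 0.005). Controls CP55940 and DMSO.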
EPAC1 agonist: qHTS for Agonist of cAMP-regulated guanine nucleotide exchange factor 3 (EPAC1): primary screen; Rap guanine nucleotide exchange factor 3 (Homo sapiens), O95398; EPAC1 agonist qHTS, biochemical assay; response scale: 100% = response to 6.5 mM cAMP; Potency, µM (doses to about 154 µM), for inactives: at the top dose activation, actives largely listed as activators; 360,000 tested, 0.073% active; note: potency is the fitted concentration of half-maximal effect; nearly all actives have a fitted effect of over 60% in size
Target sequence (O95398 whole entry, looked up): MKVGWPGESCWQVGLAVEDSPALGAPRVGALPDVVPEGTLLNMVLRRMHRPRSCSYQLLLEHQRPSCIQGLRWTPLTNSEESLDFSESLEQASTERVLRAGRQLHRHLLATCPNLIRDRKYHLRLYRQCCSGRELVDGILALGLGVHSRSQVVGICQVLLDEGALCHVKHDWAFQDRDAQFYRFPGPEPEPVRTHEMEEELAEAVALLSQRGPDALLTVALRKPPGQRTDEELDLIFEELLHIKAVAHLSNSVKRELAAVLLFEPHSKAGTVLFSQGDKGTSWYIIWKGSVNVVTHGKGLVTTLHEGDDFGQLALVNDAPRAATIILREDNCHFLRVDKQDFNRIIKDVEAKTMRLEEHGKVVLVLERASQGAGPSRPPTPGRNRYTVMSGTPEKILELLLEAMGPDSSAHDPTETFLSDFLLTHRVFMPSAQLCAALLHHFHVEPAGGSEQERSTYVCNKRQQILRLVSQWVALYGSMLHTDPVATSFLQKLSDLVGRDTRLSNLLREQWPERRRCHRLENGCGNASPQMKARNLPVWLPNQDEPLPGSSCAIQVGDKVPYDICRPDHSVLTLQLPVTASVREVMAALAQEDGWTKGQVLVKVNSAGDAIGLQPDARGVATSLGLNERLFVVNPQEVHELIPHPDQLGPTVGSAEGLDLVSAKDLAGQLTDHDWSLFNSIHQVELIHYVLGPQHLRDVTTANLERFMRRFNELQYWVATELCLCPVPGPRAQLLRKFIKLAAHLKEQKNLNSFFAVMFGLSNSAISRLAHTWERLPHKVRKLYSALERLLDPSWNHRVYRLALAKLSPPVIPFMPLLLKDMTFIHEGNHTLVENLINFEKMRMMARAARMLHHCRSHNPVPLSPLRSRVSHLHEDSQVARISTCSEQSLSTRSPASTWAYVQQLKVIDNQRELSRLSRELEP
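Multi-concentration qHTS readout: loss of Rap1B-bound BODIPY-GDP fluorescence driven by 100 nM EPAC1 with excess GDP (50 uM), monitored kinetically at room temperature; agonist response expressed relative to 6.5 mM cAMP.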
IL2 activator: qHTS of IL-2 Activators; IL-2 activation reporter assay, cell-based qHTS; stimulated with anti-CD3/CD4/CD28 beads; in transgenic mouse T cells; activation, % (series mostly up to about 46 µM); 360,000 tested, 0.065% active; AID 652025, 2013; in the data active = activation above about 50%; inconclusive = mostly about 30% to 49%; note: 0% is about no effect
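Readout is EGFP and DsRed signal by fluorescent plate cytometry after 18 h at 37 degrees C. Transgenic mouse T cells (750/well) received compound for 60 min before bead stimulation (anti-CD3, anti-CD4, anti-CD28); memory T cells served as non-tolerant control.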
EPAC1 antagonist: qHTS for Antagonist of cAMP-regulated guanine nucleotide exchange factor 3 (EPAC1): primary screen; EPAC1 GEF assay, Rap1b-BODIPY-GDP exchange fluorescence; 360,000 tested, 0.14% active; Potency, µM (top dose mostly 115 µM), for the others: top-dose activity change, negative = inhibition, usual class: inhibitors; AID 720709, 2013; Rap guanine nucleotide exchange factor 3 (Homo sapiens), O95398;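 note: potency is the fitted concentration of half-maximal effect; plate controls were vehicle for no effect and positive control for full effect; nearly all actives have a fitted effect of over 50% in size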
Starred values were filed as active, the others as inactive; ? = inconclusive; . = no result given; [ ] = dose if it differs, or a comment. Unless noted, calls come from the whole dose curve; as a rule, active = well fitted curve in the direction sought with a large enough effect; inconclusive = small, poorly fitted or top-dose-only effect, or another doubt; inactive = no such curve, though single readings can be large; an effect the other way counts as inactive or inconclusive.

Every second line gives: WRN helicase inh	PLK1 PBD inh	Abeta yeast res	PI5P4K alpha inh	FUS suppressor	EPAC1 agonist	IL2 activator	EPAC1 antagonist
- CN(Cc1ccc(Cl)cc1Cl)C(=O)CN1C(=O)NC2(CCCC2)C1=O
 : -4%	-5%	6%	2	11%	?	-0.3	1%
- NS(=O)(=O)c1ccc(NC(=O)COC(=O)c2ccc([N+](=O)[O-])s2)cc1
 : 3%[11.6 µM]	-6%	10%	0	22%	12%	-0.1	?
- CCCS(=O)(=O)c1nc(C)cc(C)c1S(C)(=O)=O
 : 8%	-4%	-3%	1	-9%	-1%	0.9	1%
- CC(C)CCC(C)NC(=O)Cc1ccc(S(=O)(=O)N2CCOCC2)s1 (stereo unspecified)
 : 4%	-8%	-10%	-2	19%	4%	-1.5	-4%
- CCc1nnc(NC(=O)CN2CCN(Cc3ccccc3C)CC2)s1
 : -30%	-9%	10%	-4	7%	8%	0.1	-1%
- CCC(C)n1c(C)cc(=O)n1C(C)CC (stereo unspecified)
 : 8%	-2%	0%	-11	.	-8%	-6.6	4%
- COc1cccc(OCCNc2cc(N3CCOCC3)ccc2[N+](=O)[O-])c1
 : -10%	-2%	3%	15	17%	0%	-0.6	-2%
- CCOC(=O)c1ccc(N=NN(C)C)cc1
 : 5%	-5%	-33%[inhibitor]	3	30%	-2%	-2.9	11%
- Cc1ccc(NC(=O)C(Cc2ccccc2)NC(=O)OCc2ccccc2)cc1C (stereo unspecified)
 : 7%	-9%	-3%	0	.	-2%	0.4	-6%
- CN(C)c1ccc(NC(=O)CSc2n[nH]c(-c3ccco3)n2)cc1
 : 1%	-9%	11%	-6	-16%	1%	-0.5	6%
- O=C(CN(Cc1cccs1)C(=O)CN1C(=O)COc2ccccc21)NCc1ccco1
 : -8%	-7%	-5%	.	45%	-3%	-1.0	2%
- CCN(CC)C(=O)c1cn(-c2cccc(OC)c2)c(=O)c2ccccc12
 : -3%[57.1 µM]	-18%	11%	-4	0%	9%	2.1	-10%
- CN(C)CCCn1c(=O)n(Cc2ccco2)c(=O)c2c3c(sc21)CCCCC3
 : 6%	-2%	-14%	-7	15%	-2%	-1.3	9%
- C[C@H](NC(=O)OC(C)(C)C)C(=O)N/N=C/C1=Cc2ccccc2OC1
 : -5%	-14%	24%	-1	10%	1%	2.0	-11%
- COc1ccc(S(=O)(=O)N2CCCC(C(=O)NCCC3=CCCCC3)C2)cc1 (stereo unspecified)
 : -6%	2%	7%[9.22 µM]	2	-35%	-11%	-0.9	-6%
- COC(=O)C(CC(=O)c1ccccc1)CC(=O)c1ccccc1
 : -6%	-8%	0%	6	-5%	1%	-0.4	-22%
- CCCCC(=O)N=c1sc2c(OC)ccc(OC)c2n1C
 : 7%	-2%	5%	24	-10%	-10%	-3.5	1%
- CC(C(=O)Nc1ccc(S(=O)(=O)N2CCOCC2)cc1)N1C(=O)C2CC=CCC2C1=O (stereo unspecified)
 : -6%	-2%	-20%	-5	-2%	10%	2.0	-5%
- Cc1cccc(C(=O)Oc2ccccc2/C=N/Nc2ccc([N+](=O)[O-])cc2)c1
 : -2%	6%	-8%	15	.	1%	8.0	9%
- O=C(CN1CCN(C(=O)N2CCOCC2)CC1)Nc1ccc(Br)cc1
 : -5%	-14%	10%	0	1%	6%	1.3	6%

Limited to Abeta yeast res and EPAC1 antagonist, for two of the compounds above:
smiles,Abeta yeast res,EPAC1 antagonist
COc1ccc(S(=O)(=O)N2CCCC(C(=O)NCCC3=CCCCC3)C2)cc1 (stereo unspecified),7%[9.22 µM],-6%
CN(C)c1ccc(NC(=O)CSc2n[nH]c(-c3ccco3)n2)cc1,11%,6%

(list continues)
Every second line gives: WRN helicase inh	PLK1 PBD inh	Abeta yeast res	PI5P4K alpha inh	FUS suppressor	EPAC1 agonist	IL2 activator	EPAC1 antagonist
- NCc1csc(NC(=O)Nc2cccc(C(F)(F)F)c2)n1
 : 3%	-6%	-9%	1	-11%	-7%	-0.4	-1%
- COc1ccccc1NC(=O)C(C)OC(=O)C1CC(=O)N(c2ccc3c(c2)OCCO3)C1 (stereo unspecified)
 : -8%	?	-7%	2	11%	22%	0.8	18%
- CC1C=CCC2C(=O)N(c3cccc(C(=O)N4CCCCCC4)c3)C(=O)C12 (stereo unspecified)
 : 9%	-5%	-3%	.	17%	2%	-4.4	11%
- O=C(OCc1cccc(F)c1)c1ccc2c(c1)-c1ccccc1C2=O
 : -6%	-2%	-8%	.	2%	9%	-2.3	5%
- COc1ccc(N2Nc3n[nH]c(N)c3N2)cc1
 : -4%	0%	-10%	-19	9%	-1%	-1.1	2%
- CCN(CC)S(=O)(=O)c1cccc(S(=O)(=O)c2cccc(S(=O)(=O)N(CC)CC)c2)c1
 : -5%	-1%	7%	.	44%	10%	-2.1	1%
- O=C(CCC(=O)c1cccs1)NNC(=O)c1cc(Cl)ccc1Cl
 : -1%	0%	10%	0	19%	-2%	-0.6	-3%
- CC1=CC2=NC(=O)CC(C)(C(=O)N(CC(=O)NC3CCCC3)Cc3ccc(Cl)cc3)N2C=C1 (stereo unspecified)
 : 7%	-6%	-17%	12	19%	3%	1.6	-7%
- COc1cccc(CNC(=O)CCC2CCCN(C(=O)CCn3cncn3)C2)c1 (stereo unspecified)
 : 6%	-3%	-14%	-8	-8%	4%	-0.1	4%
- CN(Cc1ccc(Cl)cc1Cl)C(=O)Cc1ccc(S(=O)(=O)N2CCOCC2)s1
 : 3%	0%	4%	-4	37%	10%	-1.3	-5%
- COC(=O)C1=C(O)/C(=C/c2ccc(OCC(=O)Nc3ccccc3)cc2)N=C1C
 : -11%	7%	12%	-1	?	-17%	-0.7	-23%
- CN(Cc1ccccn1)C(=O)c1ccc2nc(Cc3cccc(Cl)c3)oc2c1
 : 1%	0%	-3%	3	.	-4%	-3.5	11%
- CCS(=O)(=O)N1CCN(c2ccc([N+](=O)[O-])c(NCc3cccnc3)c2)CC1
 : -7%	-1%	12%	-3	-9%	-9%	-1.3	-6%
- Cc1cc(/C=C2/SC(=S)N(c3ccc([N+](=O)[O-])cc3)C2=O)c(C)n1-c1cccnc1
 : -8%	-21%	17%	-7	17%	18%	0.8	-1%
- OC(COC(c1ccc(Cl)cc1)c1ccc(Cl)cc1)CN1CCCC1 (stereo unspecified)
 : -10%	0%	15%	.	?	3%	0.1	-5%
- CCN(CC)CCOC(=O)c1ccc(N/C=C(/C#N)c2nc(-c3ccc4c(c3)OCO4)cs2)cc1
 : -27%	9%	-31%	-53*	30%	-47%[inhibitor]	0.2	-19%
- COc1ccc(N(CC(=O)NCc2ccccc2)C(=O)Cn2nnc(-c3ccccc3F)n2)cc1OC
 : 6%	-12%	2%	0	-4%	15%	-0.4	28%
- O=C(NCCc1ccccc1)c1ccc(CS(=O)(=O)Cc2ccccc2F)o1
 : -8%	-2%	16%	0	.	-1%	-0.3	-3%
- CC1C2CCC(C2)C1OC(=O)c1ccccc1C(=O)O (stereo unspecified)
 : 0%	-2%	3%	0	-15%	1%	-1.2	11%
- Cc1cccc(NC(=O)CSc2ccc(-c3ccccn3)nn2)c1C
 : -2%	-7%	-33%	4	4%	0%	-4.1	3%
- CCOC(=O)CC1=C(C(=O)OCC)C(c2ccc(OC)cc2OC)C(C#N)=C(N)O1 (stereo unspecified)
 : -1%	-10%	5%	4	9%	3%	0.9	0%
- O=C(CNC1=NCCC1)c1ccc2c(c1)OCCO2
 : -2%	-1%	22%	-4	-1%	10%	3.3	-4%
- COc1ccc(C(=O)Nc2nc3ccccc3s2)cc1
 : 10%	7%	-15%	-2	-17%	-14%	0.2	-19%
- CSc1nccc(-c2c(-c3ccc(Cl)cc3)noc2C)n1
 : 4%	-11%	-12%	-2	1%	21%	0.0	-8%
- CN1CCN(S(=O)(=O)c2ccc(-c3noc(C4CCN(S(C)(=O)=O)CC4)n3)cc2)CC1
 : 5%	-2%	-4%	.	19%	4%	-0.4	-1%
- COc1ccc(OC)c(S(=O)(=O)N2CCC(C(=O)NCc3ccccc3)CC2)c1
 : 0%	-2%	-4%	-3	2%	2%	-1.9	4%
- COc1c(C)cccc1C(=O)Nc1cc(-c2nn3c(C)nnc3s2)ccc1C
 : 0%	?	-2%	-16	-11%	8%	0.5	-8%
- Cc1ccc(C)c(Cn2c(C)nc3c(sc(=S)n3-c3ccccc3)c2=O)c1
 : 4%	-9%	-17%	6	13%	-10%	-0.6	3%
- O=C(CN1C(=O)/C(=C2\SC(=S)N(C3CCS(=O)(=O)C3)C2=O)c2ccccc21)Nc1ccccc1 (stereo unspecified)
 : -8%	-13%	-23%	?	32%	-6%	-4.8	-6%
- Cc1nn(CC(=O)NCCCc2ccccc2)c(=O)c2cccn12
 : 0%	-1%	5%	-2	-29%	-1%	0.6	-6%
- Cc1ccc(SC2=C(Sc3ccc(C)cc3)C(=O)c3ccccc3C2=O)cc1
 : 79µM*	1.7µM*	-5%	-15	16%	19%	2.0	-16%
- COc1cc(C(=O)Nc2ccc(OCC(=O)O)cc2)cc(OC)c1OC
 : 0%	-15%	3%	-1	-2%	2%	3.3	1%
- CC1CCN(S(=O)(=O)c2ccc(C(=O)Nc3nnc(C4=COCCO4)o3)cc2)CC1
 : 7%	-4%	29%	0	?	-7%	-2.1	6%
